FadD28 FP inh = blocks FadD28 binding to the bisubstrate probe; inhibition, % at 12.5 µM; hit rate 0.22% among 360,000; fluorescence polarization; AID 588549; in the data active = inhibition above about 8.5%, passing the limit was not always enough; inconclusive = no clear call, values can overlap the other calls
FBA Mtb inh = inhibits M. tuberculosis FBA enzyme. hit rate 2.3% among 360,000. inhibition, % at 1 µM. P9WQA3. purified M. tuberculosis FBA, fluorescence read-out; in the data active = inhibition above about 27%;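 also: 0% = vehicle and 100% = reference inhibitor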
MazF activator = MazEF (E. coli) toxin RNase activation; hit rate 0.32% among 350,000; FAM/BHQ RNA-DNA oligo cleavage fluorescence, 5 h; activation, % at 20 µM; AID 504720; in the data active = activation above about 50%
Target sequence (P0AE70 whole entry, looked up): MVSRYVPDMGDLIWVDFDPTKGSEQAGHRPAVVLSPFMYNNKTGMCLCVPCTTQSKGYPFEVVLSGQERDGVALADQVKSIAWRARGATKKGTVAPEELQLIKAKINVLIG
GDH-TPI inh = GDH-TPI coupled enzyme inhibition counter-screen. hit rate 1.2% among 360,000. GDH-TPI coupled enzyme counterscreen, NADH absorbance. AID 588335. inhibition, % at 4.8 µM;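 also: 0% = DMSO wells and 100% = wells lacking the enzyme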
VHR inh abs = inhibitors of human VHR1 phosphatase (DUSP3); recombinant VHR phosphatase, pNPP absorbance; P51452; inhibition, % at 13.3 µM; hit rate 0.52% among 290,000; in the data active = inhibition above about 50%; also: some compounds called inactive have numbers as strong as hits
BoNT F protease = BoNT F light chain protease inhibition | inhibition, % at 10 µM | hit rate 0.22% among 360,000 | Multiplex microsphere protease cleavage assay, flow cytometry | AID 588497; in the data active = inhibition above about 35%, passing the limit was not always enough; inconclusive = no clear call, values can overlap the other calls; also: plate controls were buffer without enzyme for full effect and enzyme alone for no effect
Mtb UGM inh = inhibitors of M. tuberculosis UDP-galactopyranose mutase | P9WIQ1 | purified UGM, fluorescence polarization probe displacement | inhibition, % at 10 µM | hit rate 0.06% among 320,000 | AID 504406; in the data active = inhibition above about 10%, passing the limit was not always enough; inconclusive = no clear call, values can overlap the other calls
Target sequence (P9WIQ1 whole entry, looked up): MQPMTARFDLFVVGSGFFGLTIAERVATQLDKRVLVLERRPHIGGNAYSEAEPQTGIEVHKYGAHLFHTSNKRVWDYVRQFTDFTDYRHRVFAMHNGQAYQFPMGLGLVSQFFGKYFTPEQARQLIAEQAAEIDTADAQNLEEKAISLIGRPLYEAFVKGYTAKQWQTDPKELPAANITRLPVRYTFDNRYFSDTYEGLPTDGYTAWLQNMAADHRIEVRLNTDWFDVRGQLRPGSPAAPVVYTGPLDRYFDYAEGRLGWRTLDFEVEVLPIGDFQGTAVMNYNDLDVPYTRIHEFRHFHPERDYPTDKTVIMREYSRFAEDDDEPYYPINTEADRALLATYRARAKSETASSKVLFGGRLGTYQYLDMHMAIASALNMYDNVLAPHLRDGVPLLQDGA
Rv3671c protease = inhibits the M. tuberculosis serine protease Rv3671c. AID 2606. P9WHR9. inhibition, % at 5.96 µM. hit rate 0.048% among 320,000; in the data active = inhibition above about 38%;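 also: extracellular domain of Rv3671c used as enzyme; 0% = enzyme with DMSO and 100% = no enzyme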
Target sequence (P9WHR9 whole entry, looked up, the tested form may be a part): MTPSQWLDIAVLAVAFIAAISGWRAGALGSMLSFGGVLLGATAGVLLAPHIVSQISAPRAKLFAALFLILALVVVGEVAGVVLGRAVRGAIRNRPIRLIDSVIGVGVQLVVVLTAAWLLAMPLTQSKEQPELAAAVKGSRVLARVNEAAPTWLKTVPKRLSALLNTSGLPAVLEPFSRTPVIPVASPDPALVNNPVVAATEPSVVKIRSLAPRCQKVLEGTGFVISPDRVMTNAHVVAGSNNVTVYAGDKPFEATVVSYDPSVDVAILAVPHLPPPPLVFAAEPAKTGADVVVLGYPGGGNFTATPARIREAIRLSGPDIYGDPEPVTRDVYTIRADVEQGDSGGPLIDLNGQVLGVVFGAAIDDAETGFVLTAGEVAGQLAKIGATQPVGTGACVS
CCHF vOTU inh = blocks the CCHF virus ovarian tumor domain protease | AID 651958 | inhibition, % at 11.5 µM | CCHFV vOTU protease, Pep-AMC fluorescence | hit rate 0.55% among 370,000; also: 0% = vehicle wells with enzyme and 100% = no enzyme wells
BioA inh = inhibitors of Mycobacterium tuberculosis BioA enzyme; purified M. tuberculosis BioA enzyme, plate reader; inhibition, % at 9.99 µM; hit rate 0.096% among 360,000; in the data active = inhibition above about 40%; inconclusive = no clear call, values can overlap the other calls
The depositor's hits bear a star; ? = inconclusive; / = no result given. Rule as the data show it, unless noted: active = inhibition above about 30%; inactive = the rest.

SMILES	FadD28 FP inh	FBA Mtb inh	MazF activator	GDH-TPI inh	VHR inh abs	BoNT F protease	Mtb UGM inh	Rv3671c protease	CCHF vOTU inh	BioA inh
COc1ccc(CN(Cc2ccc(C(=O)O)cc2)C(=S)Nc2cc(C)cc(C)c2)cc1OC	-0.1	3	-2	-5	7	-1	-1.1	1	-4	1.2
Cc1nc2nc[nH]n2c(=O)c1CC(=O)O	-0.6	1	2	17	31	-7	1.2	-9	9	-1.1
CC(C)CNS(=O)(=O)c1ccc(S(=O)(=O)N2CCC(N3CCCCC3)CC2)cc1	0.3	-2	12	7	18	4	-0.6	-5	-1	0.8
O=C(N=Nc1c(O)[nH]c2ccccc12)Nc1ccccc1	-1.3	2	-14	31*	/	-24	/	/	17	/
Cc1noc(NS(=O)(=O)c2ccc(NC(=O)COc3ccc(Cl)cc3Cl)cc2)c1C	-1.0	1	5	3	18	3	2.6	-3	-2	0.3
CC(=O)c1c(C)[nH]c(C(=O)Nc2cccc(S(=O)(=O)N3CCOCC3)c2)c1C	-7.6	0	2	9	8	0	1.2	2	-2	17
CC(C)(C)c1cc(C(=O)NN)n(Cc2ccc(F)cc2)n1	-1.6	5	5	9	18	-4	-1.1	-8	-5	/
O=C1/C(=C/c2ccc(F)cc2)SC(=S)N1Nc1ncc(C(F)(F)F)cc1Cl	-1.7	-6	3	19	24	-12	0.6	1	1	-1.0
CCN(C[C@H]1N[C@@](C)(C(=O)OC)[C@H]2C(=O)N(C)C(=O)[C@@H]12)C(=O)Nc1ccc(C)cc1	-0.8	0	8	3	/	1	1.8	-6	-2	1.2
O=C(O)/C=C/C(=O)N(Cc1ccc2c(c1)OCO2)C1CC(=O)N(CCc2ccccc2)C1=O (stereo not given)	-1.0	-1	10	-1	14	-2	1.6	-7	0	0.0
CCOC(=O)c1csc(NC(=O)c2ccccc2)n1	-0.3	6	5	-13	12	-5	1.8	-12	2	-1.5
CCn1c(COc2ccccc2)nnc1SCC(=O)c1cccc([N+](=O)[O-])c1	-4.4	-4	-3	-5	41	-2	-0.4	2	8	19
COC(=O)c1ccccc1S(=O)(=O)NC(=O)c1ccccc1	0.3	2	-3	4	9	24	1.9	-4	4	0.6
CCCCCCC1CC(CCc2nc(=S)[nH][nH]2)C(=O)O1 (stereo not given)	-1.6	0	-3	2	-13	1	-1.2	-2	7	0.0
CCS(=O)(=O)NCc1nnc2n1-c1ccc(Cl)cc1C(c1ccccc1)=NC2	-1.0	1	-6	-2	-10	-14	-4.9	-8	-3	0.0
COc1cccc(-c2cc(C(=O)Nc3cccnc3Cl)no2)c1	0.2	-1	-7	4	10	-1	-0.8	4	12	-1.2
Cc1ccc(-c2cnc(C(O)c3cc(F)cc(Cl)c3)[nH]2)cc1 (stereo not given)	-0.5	-1	/	4	/	-1	/	/	-1	1.3
CCOc1ccc(-c2cc(NC(=O)c3c(F)cccc3F)c(C(=O)O)s2)cc1	/	0	-22	32*	-28	3	-1.9	/	24	-1.9
C/C(=N\NC(=O)C1CC1)c1ccccc1O	-2.4	4	8	5	17	2	1.2	0	21	-1.9
COc1ccc(N2C(=O)CC(N3CCC(c4nc5ccccc5[nH]4)CC3)C2=O)cc1 (stereo not given)	-1.7	1	7	2	20	-3	0.3	2	6	1.2
O=C(Nc1ccc(Cl)cc1C(=O)c1ccccc1)c1ccc(Br)o1	-3.0	0	0	1	-8	22	1.1	0	11	-1.3
CSc1sc(-c2n[nH]c(=S)n2C)c2c1C=CCC2	-1.0	4	1	0	1	?	1.8	-5	-14	-1.2
O=C(NC(Cc1ccccc1)C(=O)O)/C(=C/c1cccc([N+](=O)[O-])c1)NC(=O)c1cccc(Br)c1 (stereo not given)	-2.6	1	-1	-2	2	-18	4.0	1	17	/
Cc1oc2c(C)c3oc(=O)c(CCC(=O)NCCCN4CCCC4=O)c(C)c3cc2c1C	-0.3	14	2	9	20	13	2.5	3	-8	-1.0
Cc1ccc(NC(=O)c2cccc(OCc3c(C)noc3C)c2)cc1S(=O)(=O)Nc1ccccc1Cl	0.7	0	10	-1	2	4	1.5	-160	8	-1.6
c1ccc(C(c2nnnn2Cc2ccco2)N2CCN(C3CCCC3)CC2)cc1 (stereo not given)	-3.2	2	-6	-12	7	3	-3.4	-12	2	-0.9
CCCCn1c(SCC(=O)NC2CC(C)(C)NC(C)(C)C2)nc2cc(S(N)(=O)=O)ccc21	-0.5	1	-2	7	13	10	1.9	-3	-5	-0.4
O=CNc1cc(-c2cccc(F)c2)cn2c(-c3ccc(F)cc3)cnc12	-1.8	-1	/	1	/	-8	/	/	13	-1.2
O=C1c2ccccc2C(=O)N1CCc1csc(-c2ccc(F)cc2)n1	-0.9	1	-2	5	-8	-7	-0.8	2	6	-1.6
Cn1nccc1C(=O)Nc1ccn(C23CC4CC(CC(C4)C2)C3)n1	-1.1	5	8	3	-5	-2	-1.2	0	6	/

Some of these compounds in order of heavy-atom count, largest number first.
SMILES	FadD28 FP inh	FBA Mtb inh	MazF activator	GDH-TPI inh	VHR inh abs	BoNT F protease	Mtb UGM inh	Rv3671c protease	CCHF vOTU inh	BioA inh
Cc1ccc(NC(=O)c2cccc(OCc3c(C)noc3C)c2)cc1S(=O)(=O)Nc1ccccc1Cl	0.7	0	10	-1	2	4	1.5	-160	8	-1.6
O=C(NC(Cc1ccccc1)C(=O)O)/C(=C/c1cccc([N+](=O)[O-])c1)NC(=O)c1cccc(Br)c1 (stereo not given)	-2.6	1	-1	-2	2	-18	4.0	1	17	/
CCCCn1c(SCC(=O)NC2CC(C)(C)NC(C)(C)C2)nc2cc(S(N)(=O)=O)ccc21	-0.5	1	-2	7	13	10	1.9	-3	-5	-0.4
c1ccc(C(c2nnnn2Cc2ccco2)N2CCN(C3CCCC3)CC2)cc1 (stereo not given)	-3.2	2	-6	-12	7	3	-3.4	-12	2	-0.9
O=C(Nc1ccc(Cl)cc1C(=O)c1ccccc1)c1ccc(Br)o1	-3.0	0	0	1	-8	22	1.1	0	11	-1.3
CSc1sc(-c2n[nH]c(=S)n2C)c2c1C=CCC2	-1.0	4	1	0	1	?	1.8	-5	-14	-1.2

(list continues)
SMILES	FadD28 FP inh	FBA Mtb inh	MazF activator	GDH-TPI inh	VHR inh abs	BoNT F protease	Mtb UGM inh	Rv3671c protease	CCHF vOTU inh	BioA inh
CC1(C)CC(=O)C2=C(C1)NC(=O)CC2	-0.8	0	/	/	/	-7	/	/	-2	/
O=C(NCCc1nc(-c2ccccc2Cl)no1)C1CCCCC1	-0.9	2	10	0	/	0	1.2	-7	5	-0.2
O=C(NCC(F)(F)F)Nc1cccnc1	-2.6	0	-3	2	22	-20	-0.2	-2	2	0.4
CCOc1ccc(N(CC(=O)N2CCc3ccccc32)S(=O)(=O)c2c(C)noc2C)cc1	-2.2	1	11	-17	25	1	-0.5	1	-1	-0.3
COc1ccc(N(CC(=O)NCc2ccco2)S(C)(=O)=O)cc1OC	-1.3	1	4	-6	39	-4	1.3	2	8	-1.0
CCOc1ccc(NC(=O)CN(C)C(=O)c2ccccc2-n2cnnn2)cc1OCC	0.0	2	4	-1	/	-11	-1.3	-5	-1	/
CCOP(=O)(OCC)c1cccc(O)c1	-2.6	3	15	5	21	0	-1.8	1	-14	-0.2
Cc1ccc(/C=C2\CCn3c2nc2cc(C(=O)O)ccc2c3=O)c(C)c1	-8.6	-1	12	10	2	-8	-0.3	6	11	11
O=C(C[C@H]1C/C=C\CC[C@@H](Cc2ccc(F)cc2)C(=O)OC[C@H]2CCCN2C1=O)NCCO	-2.9	-2	-7	0	/	1	5.5	4	-6	-4.5
CN(c1ccccc1)S(=O)(=O)c1ccc(NC(=O)c2ccccc2C(=O)O)cc1	-4.9	1	5	2	/	0	-3.4	-1	-9	/
Nc1nonc1C(=O)N/N=C/c1ccncc1	-2.0	1	3	4	20	0	-1.7	0	6	/
CSCCC(NC(N)=O)C(=O)Nc1ccc2ccccc2c1 (stereo not given)	-0.8	0	-11	-1	-10	-4	-0.6	-3	-2	/
CCCCn1c(=O)n(C)c(=O)c2c3c(sc21)COC(C)(C)C3	0.7	6	6	2	-2	?	0.9	-4	-4	1.9
CCSc1ccccc1C(=O)Nc1cccnc1	-1.1	1	11	6	13	-2	-1.6	3	0	1.8
Nc1cc(=O)[nH]c(SCC(=O)Nc2cc(S(=O)(=O)N3CCCCCC3)ccc2Cl)n1	-1.2	2	-4	4	/	-1	1.2	-9	7	-0.6
CCOC(=O)c1cn2nc(Oc3ccccc3)ccc2n1	-2.3	6	2	-5	-6	5	-1.8	2	-3	0.8
COc1ccc(/C=C/C(=O)NC(=S)N2CCN(C)CC2)cc1	-1.1	-4	51*	30	12	-2	0.6	-7	9	/
CN1c2ccccc2C(=O)/C(=C\Nc2ccc(F)cc2)S1(=O)=O	-1.5	3	3	13	12	34	-1.3	2	4	-1.3
O=C(NCc1ccc2c(c1)CCO2)Nc1cccc(C(F)(F)F)c1	-1.1	-1	7	8	22	/	0.9	-12	-2	0.9
COc1ccccc1NS(=O)(=O)c1cccc(NC(=O)c2nn(C)c(=O)c3ccccc23)c1	-11	-2	-8	-2	/	/	0.2	-60	16	-0.8
Cc1ccc(NC2=C(Cl)C(=O)OC2OC(=O)c2ccco2)cc1C (stereo not given)	-7.0	3	3	-8	-8	3	-1.9	-5	1	2.2
O=C(O)CSc1c2c(nc3cc(C(=O)Nc4ccc(F)c(Cl)c4)ccc13)CCCC2	-1.3	0	1	10	6	-2	1.9	-21	7	5.3
C[C@]12CC[C@@H](O)CC1=CC(=O)C1C2CC[C@]2(C)C(=O)[C@H](O)CC12 (stereo not given in full)	0.4	2	7	14	/	-9	/	/	-1	-2.1
C=CC[n+]1c(-c2ccc(Cl)cc2Cl)csc1Nc1c(C)n(C)n(-c2ccccc2)c1=O	-0.4	2	-2	8	22	0	-0.8	-7	11	1.8
O=C(COc1ccc(/C=N/NC(=O)c2ccc(O)cc2)cc1)Nc1cccc([N+](=O)[O-])c1	-0.2	1	-7	13	28	2	0.2	-73	18	/
CCOC(=O)N/N=C/c1ccc(N(CC)CC)cc1O	-1.7	1	-3	41*	-10	-4	0.5	0	11	/
COc1cccc(C(=O)OCC(=O)NCC2CCCO2)c1 (stereo not given)	-1.1	1	7	2	/	-8	-0.4	4	8	/
C=C1CCN(C(Cc2ccccc2)C(=O)OC)S(=O)(=O)c2ccc(F)cc21 (stereo not given)	-1.6	-2	0	-1	14	-8	-0.4	-4	-5	2.6
COc1ccc2cc(CN(CC3CCCO3)S(=O)(=O)c3ccccc3Cl)c(=O)[nH]c2c1 (stereo not given)	-2.3	6	-10	32*	16	-1	1.9	2	-3	0.4
CCN(CC1CCCN(CCc2cccc(OC)c2)C1)C(=O)c1ccoc1 (stereo not given)	-2.6	-2	0	5	19	8	0.0	1	-7	-0.6
CCN1CCN(S(=O)(=O)c2c[nH]c(C(=O)OC)c2)CC1	-1.7	2	-3	1	6	-2	-1.3	-4	5	-0.8
O=C1N(c2nncs2)CCN1[N+](=O)[O-]	-3.1	2	3	9	40	?	1.5	7	-8	1.2
Cc1cccc(Cn2c(SCCO)nc3c2c(=O)n(C)c(=O)n3C)c1	-1.9	4	3	-13	18	-5	-2.1	-4	9	/
O=C(c1ccc(O)cc1)c1ccc(O)cc1O	-5.2	1	-1	35*	7	-8	3.3	-3	7	-0.9
Cc1ccc(S(=O)(=O)N2CCN(C(=O)c3ccccn3)CC2)c(C)c1	-1.1	1	-2	-5	20	3	-1.0	-1	-11	/
COc1ccccc1-c1noc2ncnc(Nc3ccccc3C)c12	-4.4	-1	-2	3	1	-8	-0.3	4	4	-0.3
COc1ccccc1NC(=O)c1ccc(Cl)c(S(=O)(=O)N2CCCCC2)c1	-0.5	1	0	2	20	-2	3.1	-11	11	1.3
CCC(C)(C)c1ccc(Oc2ccc(N)cc2)cc1	-1.9	0	-1	6	18	-6	/	/	21	-1.4
Cc1csc(C(=O)O)c1-n1cccc1	-1.0	0	0	-8	2	-7	-0.7	0	-8	1.3
COc1ccc(-c2cc(C(=O)Nc3c(C)nn(Cc4ccccc4Cl)c3C)no2)cc1OC	-4.1	0	0	-14	10	-6	0.9	-8	4	/

Source: PubChem (several laboratories)
